# KAT2A inh – GCN5L2 (KAT2A) acetyltransferase inhibition; Q92830; GCN5L2 HAT assay, ThioGlo1 CoA-SH fluorescence; Potency, µM (doses to about 58.9 µM), for inactives: top-dose activity change, negative = inhibition, actives largely listed as inhibitors; 390,000 compounds, 0.21% hits; AID 504327
#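 Titration-based screen in which CoA formation is detected via maleimide probe ThioGlo1 (50uM) turning fluorescent on thiol reaction; substrates H3(1-25) 75uM and acetyl-CoA 70uM, GCN5L2 20nM, 20 min incubation at room temperature.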
# FEN1 inhibitor – human FEN1 inhibition; 390,000 compounds, 0.35% hits; Potency, µM (titrated, usually from 114 µM), without a hit: at the highest dose activity change, negative = inhibition, hits mostly inhibitors; P39748; Recombinant FEN1 flap cleavage, fluorescence, 15 min; further: nearly all actives have a fitted effect of over 65% in size
# Target sequence (P39748 whole entry, looked up): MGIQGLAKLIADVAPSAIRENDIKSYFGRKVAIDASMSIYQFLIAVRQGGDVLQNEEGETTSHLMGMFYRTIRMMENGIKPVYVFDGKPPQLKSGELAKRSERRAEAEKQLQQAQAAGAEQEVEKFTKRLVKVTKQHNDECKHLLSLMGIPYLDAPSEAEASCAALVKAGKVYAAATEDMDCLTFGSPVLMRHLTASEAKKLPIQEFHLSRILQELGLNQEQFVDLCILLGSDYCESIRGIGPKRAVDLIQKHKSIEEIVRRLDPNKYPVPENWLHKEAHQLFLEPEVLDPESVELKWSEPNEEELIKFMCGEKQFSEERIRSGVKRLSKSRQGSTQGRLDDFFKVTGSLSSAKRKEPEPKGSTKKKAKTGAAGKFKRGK
#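 Quantitative HTS format: each compound was titrated, incubated with 10 nM nuclease for 15 min at room temperature, then challenged with flap substrate at 50 nM final. Signal change over 15 min gave concentration–effect curves.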
# TDP1 cell CPT – growth inhibition of DT40 Tdp1-/-;hTDP1 cells with camptothecin (screen for TDP1 inhibitors). Potency, µM (doses to about 46.2 µM), for inactives: at the top dose activity change, negative = growth inhibition, hits mostly inhibitors. AID 686979. chicken DT40 Tdp1-/-;hTDP1 cells + 20 nM CPT, ATP luminescence, 48 h. 420,000 compounds, 12% hits; further: nearly all actives have a fitted effect of over 55% in size
#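 Chicken DT40 Tdp1-/- cells stably complemented with human TDP1 were seeded at 400 cells/well in medium containing 20 nM camptothecin, exposed to pin-transferred compounds, and grown at 37 °C for at least 48 hr. Viability was read as ATP luminescence.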
# The depositor's hits bear a star; ? = inconclusive; nt = not tested or not shown; & = joins results of further samples. The call rests on the fitted dose curve; in most records, active means well fitted curve in the direction sought with a large enough effect; inconclusive means small, poorly fitted or top-dose-only effect, or another doubt; inactive means no such curve, though single readings can be large; an effect the other way counts as inactive or inconclusive. On the % scale 0 is the no-effect control and ±100 the full control effect; potency means the concentration at half of the fitted maximal effect. Only part of the results is shown; the hit share may differ from the screen's.
1	Cn1c(=O)c(C(=O)CCl)c(N)n(CC2CC2)c1=O
2	Cc1ccc(Nc2c(-c3cccs3)nc3nc(C)cc(C)n23)cc1
3	Cc1ccc(S(=O)(=O)N(CC(=O)N(C)C)c2cccc([N+](=O)[O-])c2)cc1
4	O=C1COc2ccc(S(=O)(=O)NCCc3ccccc3)cc2N1
5	CC(=O)C(Sc1nccc(-c2cccs2)n1)C(C)=O
6	CCc1nnc(NC(=O)c2nc(S(=O)(=O)Cc3cccc(C)c3)ncc2Cl)s1
Assay by compound	1	2	3	4	5	6
KAT2A inh	-3%	-13%	-15%	-1%	-5%	-5%&-1%
FEN1 inhibitor	-5%	-35%	-1%	-5%	-1%	-6%&-14%
TDP1 cell CPT	23µM*	23µM*	0%	1%	?	5.8µM*

7	COc1nc(C)nc(NC(=O)NS(=O)(=O)c2ccc(C)cc2)n1
8	COc1ccc(C(=O)Nc2cccc(C(=O)NCc3ccco3)c2)cc1
9	Cc1nc2cnc(N3CCNCC3)nc2n(Cc2ccc(F)cc2)c1=O
10	COc1ccc(OCC(=O)Nc2c(C(=O)N3CCN(C)CC3)oc3ccccc23)cc1
11	Cc1c(C(=O)OC2CCCCC2)[nH]c2c1C(=O)CC(c1ccc(C(C)(C)C)cc1)C2 (stereo unspecified)
12	CN(C(=O)c1cccc(NC(=O)Cc2ccc(NC(=O)C3CCN(C(=O)CCc4ccccc4)CC3)cc2)c1)C1CCC1
Assay by compound	7	8	9	10	11	12
KAT2A inh	-17%	-5%	?	-15%	-5%	nt
FEN1 inhibitor	-10%	14%	nt	17%	-4%	10%
TDP1 cell CPT	5%	?	-23%	-23%	21µM*	13µM*

13	Cn1ccc2cc(S(=O)(=O)N3CCN(C(=O)Nc4ccc(F)cc4F)CC3)ccc21
14	CC(C)Sc1nc2sc(-c3ccccc3)cc2c(=O)n1N
15	Cc1cc(C)n2nc(SCC(=O)N/N=C/c3ccccc3F)nc2n1
16	Cn1c(=O)cc(N)n(-c2ccccc2)c1=O
17	O=C(NCC(c1ccco1)N1CCc2ccccc21)c1ccccc1 (stereo unspecified)
18	COc1cccc(C2=NS(=O)(=O)N(C)C(C(=O)Nc3cccc(O)c3)=C2)c1
Assay by compound	13	14	15	16	17	18
KAT2A inh	0%	-8%	19%	-3%	-2%	-12%
FEN1 inhibitor	-13%	-7%	-10%	-7%	19%	-2%
TDP1 cell CPT	nt	-7%	?	4%	?	15µM*

19	Cc1cc2ccccc2nc1SCC(=O)Nc1nc(-c2ccccc2)cs1
20	COc1ccc2c(c1)OC[C@H]1[C@H]2N2C(=O)CN(Cc3ccc(Cl)cc3)C(=O)[C@@]2(C)[C@H]1c1ccccc1
21	O=C(NCCc1ccccc1)c1ccc2c(c1)N(Cc1ccc(F)cc1)C(=O)CS2
22	C/C(Cl)=C\Cn1c(N2CCCC2)nc2c1c(=O)n(C)c(=O)n2C
23	CCCNC(=S)Nc1ccc(Nc2ccccc2)cc1
24	O=C(N/N=C\c1ccc(-c2cccc(Cl)c2)o1)C(=O)NC1CCCC1
Assay by compound	19	20	21	22	23	24
KAT2A inh	-7%	-11%	-3%	-15%	1%	-7%
FEN1 inhibitor	-3%	10%	-19%	1%	-9%	4%
TDP1 cell CPT	?	8.2µM*	?	-12%	?	-28%

# Part of the list above, limited to TDP1 cell CPT and KAT2A inh.
no. | molecule | TDP1 cell CPT | KAT2A inh
20 | COc1ccc2c(c1)OC[C@H]1[C@H]2N2C(=O)CN(Cc3ccc(Cl)cc3)C(=O)[C@@]2(C)[C@H]1c1ccccc1 | 8.2µM* | -11%
21 | O=C(NCCc1ccccc1)c1ccc2c(c1)N(Cc1ccc(F)cc1)C(=O)CS2 | ? | -3%

# Next section
25	O=C(Nc1cccc(Br)c1)N1CCC(CN2CCCCCC2)CC1
26	O=C(Nc1ccc(-c2nc3ccccc3s2)c(O)c1)c1ccc(Br)cc1
27	O=C(COC(=O)c1ccccc1)Nc1cccc(S(=O)(=O)N2CCCCC2)c1
28	CCC(C)Nc1cc(C)c(C#N)c2nc3ccccc3n12 (stereo unspecified)
29	Cc1nn(CC(=O)NNC(=O)c2ccc(Br)cc2)c(C)c1[N+](=O)[O-]
30	CCN(CC)Cc1c(O)ccc2c(=O)c(Oc3ccccc3OC)coc12
Assay by compound	25	26	27	28	29	30
KAT2A inh	-6%	-7%	-15%	-5%	-9%	?
FEN1 inhibitor	-11%	-3%	-16%	-12%	20%	-3%
TDP1 cell CPT	?	-15%	6%	-21%	-7%	-10%

31	Cc1cc(O)c(C(c2ccc(F)cc2)N2CCN(c3ccccc3)CC2)c(=O)n1Cc1ccco1 (stereo unspecified)
32	O=[N+]([O-])c1ccc(N=NNc2ccccc2)cc1
33	CCn1c(=O)cc(SCC(=O)NCc2ccc3c(c2)OCO3)c2ccccc21
34	CCOc1ccccc1CNS(=O)(=O)c1ccc(-c2coc(C)n2)cc1
Assay by compound	31	32	33	34
KAT2A inh	-12%	-14%	-2%	-6%
FEN1 inhibitor	12%	-5%	-4%	-6%
TDP1 cell CPT	-17%	?	-32%	16µM*

# By substructure, the entries above with four or more nitrogen atoms (eleven)
2	Cc1ccc(Nc2c(-c3cccs3)nc3nc(C)cc(C)n23)cc1
6	CCc1nnc(NC(=O)c2nc(S(=O)(=O)Cc3cccc(C)c3)ncc2Cl)s1
7	COc1nc(C)nc(NC(=O)NS(=O)(=O)c2ccc(C)cc2)n1
9	Cc1nc2cnc(N3CCNCC3)nc2n(Cc2ccc(F)cc2)c1=O
12	CN(C(=O)c1cccc(NC(=O)Cc2ccc(NC(=O)C3CCN(C(=O)CCc4ccccc4)CC3)cc2)c1)C1CCC1
13	Cn1ccc2cc(S(=O)(=O)N3CCN(C(=O)Nc4ccc(F)cc4F)CC3)ccc21
15	Cc1cc(C)n2nc(SCC(=O)N/N=C/c3ccccc3F)nc2n1
22	C/C(Cl)=C\Cn1c(N2CCCC2)nc2c1c(=O)n(C)c(=O)n2C
Assay by compound	2	6	7	9	12	13	15	22
KAT2A inh	-13%	-5%&-1%	-17%	?	nt	0%	19%	-15%
FEN1 inhibitor	-35%	-6%&-14%	-10%	nt	10%	-13%	-10%	1%
TDP1 cell CPT	23µM*	5.8µM*	5%	-23%	13µM*	nt	?	-12%

28	CCC(C)Nc1cc(C)c(C#N)c2nc3ccccc3n12 (stereo unspecified)
29	Cc1nn(CC(=O)NNC(=O)c2ccc(Br)cc2)c(C)c1[N+](=O)[O-]
32	O=[N+]([O-])c1ccc(N=NNc2ccccc2)cc1
Assay by compound	28	29	32
KAT2A inh	-5%	-9%	-14%
FEN1 inhibitor	-12%	20%	-5%
TDP1 cell CPT	-21%	-7%	?

# From PubChem BioAssay
